Bioassay records (PubChem BioAssay)
APOBEC3A inh = APOBEC3A ssDNA deaminase inhibitors, primary screen, selectivity assay for APOBEC3G inhibitor project, biochemical, FAM/TAMRA oligo cleavage fluorescence; inhibition, % at 20 µM; 330,000 tested, 0.41% active; AID 493011, 2011; recombinant A3A, FAM/TAMRA ssDNA deamination fluorescence; DNA dC->dU-editing enzyme APOBEC-3A (Homo sapiens), P31941;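 active = at least 40% inhibition at 20 µM here, with at most 30% in a related deaminase screen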;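 note: plate controls were A3A with DMSO for no effect and wells lacking A3A enzyme for full effect; some results filed as inactive read as strong as hits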
Target sequence (P31941 whole entry, looked up): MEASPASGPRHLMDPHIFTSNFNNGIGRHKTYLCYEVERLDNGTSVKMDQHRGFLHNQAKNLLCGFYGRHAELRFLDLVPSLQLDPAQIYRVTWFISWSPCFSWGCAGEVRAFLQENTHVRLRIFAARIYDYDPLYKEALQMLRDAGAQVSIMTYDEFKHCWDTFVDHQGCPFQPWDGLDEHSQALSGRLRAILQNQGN
PfG6PD inh = PfG6PD enzyme inhibitors, primary screen, biochemical, fluorescence intensity, uHTS | AID 504690, 2011 | inhibition, % at 20 µM | glucose-6-phosphate dehydrogenase-6-phosphogluconolactonase (Plasmodium falciparum 3D7) | PfGluPho enzyme, NADPH resazurin-diaphorase fluorescence | 350,000 tested, 0.78% active;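 active = inhibition reaching at least a set limit at 20 µM in the primary screen, cut at about 59% in these data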;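 note: 0% = DMSO wells with substrate and 100% = DMSO wells lacking glucose-6-phosphate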
ATG4B inh = ATG4B protease inhibitors, primary screen, biochemical, fluorescence, uHTS; ATG4B cleavage of LC3-PLA2, NBD-HPC fluorescence, 1 h; inhibition, % at 8.33 µM; 340,000 tested, 0.51% active; AID 504462, 2011; in the data active = inhibition above about 40%
Target sequence (Q9Y4P1 whole entry, looked up): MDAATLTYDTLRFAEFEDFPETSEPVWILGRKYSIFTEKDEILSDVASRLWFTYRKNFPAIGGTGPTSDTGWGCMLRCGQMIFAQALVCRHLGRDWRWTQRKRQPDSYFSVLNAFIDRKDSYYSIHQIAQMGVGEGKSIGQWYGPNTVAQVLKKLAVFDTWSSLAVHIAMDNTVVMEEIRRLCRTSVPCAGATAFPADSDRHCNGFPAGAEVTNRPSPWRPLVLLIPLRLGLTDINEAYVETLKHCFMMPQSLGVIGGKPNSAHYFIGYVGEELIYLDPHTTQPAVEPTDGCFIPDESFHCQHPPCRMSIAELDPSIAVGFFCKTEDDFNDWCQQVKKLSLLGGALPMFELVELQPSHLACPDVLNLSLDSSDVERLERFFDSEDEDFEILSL
hIAP activ = human IAP activators, primary screen, biochemical, luminescence, uHTS. AID 2524, 2010. Intestinal-type alkaline phosphatase (Homo sapiens), P09923. purified human IAP, CDP-Star luminescence, 30 min; active compounds read high; 1 = vehicle-only enzyme, 0 = enzyme-free background. 330,000 tested, 0.16% active. activation factor at 10 µM;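 active = activation factor of the enzyme at least 2-fold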; note: the source names both 10 and 20 µM as test concentration; values of inactives mirror those of a sister screen read the other way
HKDC1 inh = HKDC1 hexokinase inhibitors, primary screen, biochemical, fluorescence, uHTS. AID 493160, 2011. recombinant HKDC1, G6PDH/diaphorase resazurin coupled fluorescence. Q2TB90. inhibition, % at 20 µM. 340,000 tested, 0.16% active;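 active = inhibition above about 35% when tested at 20 µM, limit read from the data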;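 note: plate controls were DMSO wells with enzyme for no effect and DMSO wells lacking enzyme for full effect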
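Material – in-house recombinant HK5 (HKDC1) enzyme · Quantity – HKDC1 at 5 µg/mL · Buffer or medium – pH 8.0 Tris buffer with 10 mM MgCl2 · Reagent – glucose with 1 mM ATP · Dosing – single 20 µM dose · Times – reaction time 90 min, room temperature, protected from light · Technique – resorufin fluorescence at 613 nm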
hIAP inh = human IAP inhibitors, primary screen, biochemical, luminescence, uHTS | Intestinal-type alkaline phosphatase (Homo sapiens), P09923 | purified IAP, CDP-Star luminescence, 30 min | 330,000 tested, 0.12% active | inhibition, % at 10 µM;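 active = inhibition reaching a set limit with compound at 10 µM in the primary screen, cut at about 35% in these data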;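 note: plate controls were DMSO wells with enzyme for no effect and no-enzyme buffer wells for full effect; values of inactives mirror those of a sister screen read the other way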
mIAP block = inhibitors of mouse IAP, primary screen, biochemical, luminescence, uHTS; intestinal alkaline phosphatase [Mus musculus]; purified mouse IAP, CDP-Star luminescence, 30 min; inhibition, % at 10 µM; 330,000 tested, 0.2% active;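 active = inhibition of at least 40% at 10 µM in the primary screen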;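 note: plate controls were DMSO with enzyme for no effect and no enzyme wells for full effect; values of inactives mirror those of a sister screen read the other way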
mIAP act = activators of mouse IAP, primary screen, biochemical, luminescence, uHTS; intestinal alkaline phosphatase [Mus musculus]; muIAP, CDP-Star luminescence, 30 min; active compounds read high; 1 = vehicle-only enzyme signal, 0 = enzyme-free wells; activation factor at 10 µM; 330,000 tested, 0.24% active;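 active = activation factor of at least 2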; note: the source names both 10 and 20 µM as test concentration; values of inactives mirror those of a sister screen read the other way
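Assay system: mouse IAP enzyme; reagent: chemiluminescent substrate CDP-Star; dosing: test compounds delivered from DMSO solution; schedule: 30 min at room temperature; measured by: luminescence from enzymatic CDP-Star hydrolysis; controls: DMSO-only wells and no-enzyme negative control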
* marks the source's active call; other numbers are inactive results.

HKDC1 inh | mIAP act | APOBEC3A inh | hIAP activ | hIAP inh | ATG4B inh | PfG6PD inh | mIAP block | Structure
-2 | 1.1 | -6 | 1.1 | -10 | -8 | -10 | -6 | CCCc1nnc(SCC(=O)N2C(C)CCCC2C)n1CCCOC (stereo not given)
-1 | 1 | -4 | 1.1 | -5 | 1 | -4 | -4 | COc1cc(C(=O)OCC#N)ccc1OCc1c(C)noc1C
1 | 1 | 0 | 1.1 | -14 | 0 | 4 | -5 | Cc1nccn1CCC(=O)O
0 | 0.95 | -1 | 1.1 | -10 | -7 | 7 | 5 | O=C(NCc1nc2ccccc2[nH]1)c1cccc(S(=O)(=O)N2CCCCC2)c1
-2 | 1 | 1 | 1 | -1 | 4 | -6 | -1 | CCC(C)[C@H](NC(=O)Nc1ccc2c(c1)OCCO2)C(=O)OC (stereo not given in full)
-6 | 0.92 | 0 | 0.87 | 13 | 9 | -3 | 8 | CCOC(=O)c1cnn(-c2ncnc3sc(C)c(C)c23)c1N
11 | 0.99 | -3 | 0.85 | 15 | 16 | -50 | 1 | CS(=O)(=O)N(Cc1ccccc1)c1ccc(C(=O)Nc2ccccc2C(=O)O)cc1
-3 | 0.98 | -2 | 1.1 | -10 | 4 | -9 | 2 | O=S(=O)(NC1CC1)c1cccc(S(=O)(=O)N2CCCC2)c1
5 | 0.95 | -4 | 0.83 | 17 | 0 | -20 | 5 | O=C(CS(=O)(=O)c1ccccc1)c1cc2ccccc2oc1=O
-4 | 0.99 | -3 | 0.97 | 3 | -1 | -3 | 1 | Cc1c(C(=O)N(C)C)c2cc(Cl)ccc2n1O
-2 | 0.92 | 1 | 0.85 | 15 | 2 | 5 | 8 | Cc1c(C(=O)NC2CCCCC2)oc2ccccc12
2 | 0.96 | -7 | 1 | -4 | 6 | -10 | 4 | OCCC1CN(Cc2ccccc2O)CCN1CCCc1ccccc1 (stereo not given)
4 | 0.96 | -2 | 1.1 | -8 | 3 | -5 | 4 | Cc1cccc(NC(=O)COc2ccccc2C)n1
-3 | 0.91 | -3 | 0.97 | 3 | 4 | 14 | 9 | COc1ccc(C(=O)O)cc1S(=O)(=O)NCc1ccccn1
-2 | 0.93 | -2 | 0.99 | 1 | -1 | -9 | 7 | O=c1[nH][nH]c(C(F)(F)F)c1C=Nc1cccc(Cl)c1
-9 | 1.1 | -2 | 1.2 | -20 | 9 | -5 | -6 | O=C(Cn1c(NCCO)nc2ccccc21)c1ccco1
-7 | 1 | -1 | 1.1 | -10 | -7 | -1 | -3 | COc1ccc(C(=O)NCC(=O)OCC(=O)Nc2ccc(C)c(S(=O)(=O)N(C)C)c2)cc1OC
-12 | 1.1 | -3 | 0.93 | 7 | -6 | -2 | -6 | CCN(CC)S(=O)(=O)c1ccc(/C=C/C(=O)Nc2ccc(F)c(F)c2F)cc1
1 | 0.84 | -1 | 1 | 0 | 0 | -1 | 16 | CCOc1ccc(-n2c(C)nc(O)c2N=Nc2ccccc2)cc1
-4 | 1 | -1 | 1.1 | -8 | -6 | -7 | -4 | COc1ccc(NC(=O)C2CCCN(C(=O)Nc3cccc(OC)c3)C2)cc1 (stereo not given)
0 | 0.98 | -1 | 1 | -2 | 1 | -11 | 2 | O=C(NCc1ccccn1)c1ccc(Cn2cc(C(F)(F)F)ccc2=O)cc1
-4 | 0.97 | -4 | 0.82 | 18 | 4 | 9 | 3 | Cc1ccccc1-c1noc(CNC(=O)c2ccco2)n1
-3 | 1.1 | -3 | 1.4 | -45 | -3 | -3 | -8 | COc1cc(OC)cc(C(=O)N[C@H](C(=O)OCC(=O)Nc2ccc(F)c(F)c2F)C(C)C)c1
-2 | 1.2 | -3 | 1.2 | -15 | -1 | -13 | -20 | COC(=O)c1cc(S(=O)(=O)Nc2nn(C)c3cccc(F)c23)oc1C
19 | 0.98 | -1 | 1 | -5 | 3 | -4 | 2 | O=C(Nc1ccccc1)NN(C(=O)CCl)c1ccccc1
10 | 0.92 | -2 | 1.5 | -46 | -7 | 18 | 8 | Cc1cc2nc(-c3ccc[nH]c3=O)[nH]c2cc1C
-4 | 0.97 | 3 | 1 | -4 | -4 | 1 | 3 | N#Cc1cc2c(=O)n3ccccc3nc2n(-c2ccc(Cl)cc2)c1=O
-6 | 1 | 0 | 1 | -3 | -4 | 5 | -3 | COCC1CCN(C(=O)C2CCC(=O)N(Cc3cccc(F)c3)C2)CC1 (stereo not given)
1 | 1.1 | -6 | 0.93 | 7 | -1 | -13 | -5 | COc1cccc(OC)c1OCCN(C)C
-8 | 0.99 | 1 | 0.87 | 13 | 3 | -1 | 1 | Cc1cc(C)c[n+](CC(=O)c2ccc(-c3ccccc3)cc2)c1
-2 | 0.97 | -2 | 0.91 | 9 | -5 | -1 | 3 | CCc1ccc(OCc2n[nH]c(=S)n2Cc2ccccc2)cc1
5 | 2.4* | 1 | 1.2 | -15 | 46* | 6 | -136 | O=C(NCCSCc1ccco1)Nc1cc(Cl)cc(Cl)c1
-13 | 0.98 | -4 | 1 | -2 | -5 | 4 | 2 | N/C(=N\OC(=O)CCCC(=O)O)c1ncc(C(F)(F)F)cc1Cl
-1 | 0.87 | -2 | 1.1 | -11 | -2 | 15 | 13 | CCOC(=O)CSc1nc(-c2ccccc2)cc(C(F)(F)F)n1
0 | 1 | -1 | 0.9 | 10 | 9 | 13 | -2 | Cc1ccc(S(=O)c2ccc(C)cc2)cc1
-6 | 1.1 | -2 | 0.91 | 9 | -12 | 8 | -7 | Cc1ccc(-n2nnnc2SC(C)C(N)=O)c(C)c1 (stereo not given)
2 | 1 | 8 | 0.97 | 3 | -6 | 14 | 0 | COc1ccccc1-n1c(SCC(N)=O)nc2sc3c(c2c1=O)CCC3
-2 | 1.2 | -2 | 0.8 | 20 | 1 | 25 | -23 | Cc1nnn(C23CC4CC(CC(CC(=O)Nc5ccc(C)c(C)c5)(C4)C2)C3)n1
15 | 0.93 | 0 | 0.98 | 2 | -1 | -23 | 7 | O=C(O)CSc1c(-c2cccs2)[nH]c2ccccc12
-2 | 0.92 | -5 | 0.96 | 4 | -6 | -27 | 8 | COC(=O)C1=C(C)OC(N)=C(C#N)C1c1ccsc1 (stereo not given)
-10 | 1 | -3 | 1 | -1 | -1 | -10 | -5 | COc1cccc(CNC(=O)Cc2ccc(OC)c(S(=O)(=O)N3CCOCC3)c2)c1
-3 | 0.96 | -3 | 1 | -2 | -4 | -3 | 4 | CC(C)NC(=O)c1ccc2c(c1)N(CC(=O)N1CCCCC1)C(=O)C(C)(C)O2
-7 | 0.98 | 0 | 1 | 0 | 26 | -4 | 2 | O=C(CC1C(=O)NCCN1Cc1ccc(F)c(F)c1)NCCn1cccn1 (stereo not given)
5 | 1.2 | 2 | 1.2 | -16 | -2 | -4 | -23 | COC(=O)C1=CN(Cc2cccs2)C=C(C(=O)OC)C1c1cccc(Cl)c1
-3 | 0.91 | 0 | 1.2 | -25 | -3 | 5 | 9 | CCN(c1ccccc1)S(=O)(=O)c1cnc[nH]1
1 | 0.93 | -1 | 1.4 | -45 | 2 | -32 | 7 | Cc1ccc(S(=O)(=O)Nc2ccc(Br)cc2C(NCC(=O)O)c2ccccc2)cc1 (stereo not given)
-3 | 0.96 | -5 | 0.97 | 3 | 1 | 1 | 4 | Cc1ccc(N(C(=O)CNC(=O)c2ccco2)C(C(=O)NC2CCCCC2)c2cccnc2)cc1C (stereo not given)
12 | 0.93 | -4 | 1 | -3 | 14 | -8 | 7 | CCSc1nnc(-c2cccc(S(=O)(=O)N(CC)CC)c2)n1Cc1ccccc1
-10 | 0.98 | -1 | 0.93 | 7 | -9 | 48 | 2 | O=C(c1ccco1)n1c(=S)nc2ccccn21
-3 | 0.89 | 0 | 0.99 | 1 | -8 | 8 | 11 | CCC(OC(C)=O)c1cc2c(cc1[N+](=O)[O-])OCCO2 (stereo not given)

Following part
HKDC1 inh | mIAP act | APOBEC3A inh | hIAP activ | hIAP inh | ATG4B inh | PfG6PD inh | mIAP block | Structure
-13 | 1 | -2 | 1.5 | -52 | 2 | -4 | -4 | Cc1ccc(CNC(=O)COC(=O)Cn2nc(C)c([N+](=O)[O-])c2C)cc1
3 | 1.1 | 0 | 1.1 | -11 | 2 | -28 | -9 | CC(=O)Nc1ccc(S(=O)(=O)NCCc2cc3c(C)ccc(C)c3[nH]c2=O)cc1
-3 | 0.98 | 0 | 1 | -3 | -11 | 0 | 2 | Cc1ccc(C2CC(=O)c3cnc(N4CCc5ccccc5C4)nc3C2)cc1 (stereo not given)
-7 | 0.98 | 21 | 1 | -5 | 3 | 5 | 2 | CCN(CC(=O)Nc1c(F)cccc1F)C(=O)C1CCC1
-2 | 1 | 4 | 0.96 | 4 | -1 | -8 | -3 | CC(=O)c1ccc(NC(=O)CCC(=O)OCC(F)(F)C(F)F)cc1
-3 | 0.96 | -3 | 0.9 | 10 | 2 | 11 | 4 | COc1ccccc1CNC(=O)CSc1ncc(C(=O)Nc2ccccc2)c(=O)n1C
-6 | 0.88 | 3 | 0.93 | 8 | 6 | 4 | 12 | N#Cc1c(-c2ccccc2Cl)cc(-c2ccccc2)nc1Br
4 | 0.99 | -1 | 0.98 | 2 | -12 | 18 | 1 | CC(C)(C)C(=O)N1CCN(c2ccc([N+](=O)[O-])cc2Cl)CC1
-10 | 1.1 | 1 | 1.5 | -54 | 12 | -9 | -8 | NNC(=O)COc1ccc(-c2n[nH]c(C(F)(F)F)c2-c2ccc(Br)cc2)c(O)c1
-1 | 1.1 | -4 | 1.2 | -17 | 1 | 15 | -9 | COc1ccc(NS(=O)(=O)c2cc(NC(=O)c3sccc3C)ccc2N2CCOCC2)cc1
-2 | 0.99 | -2 | 0.92 | 8 | 0 | 8 | 1 | CC1CN(C(=O)COc2coc(CN3CCc4ccccc4C3)cc2=O)CC(C)O1 (stereo not given)

Compound profiles (already shown). Values in the order: HKDC1 inh | mIAP act | APOBEC3A inh | hIAP activ | hIAP inh | ATG4B inh | PfG6PD inh | mIAP block
`NNC(=O)COc1ccc(-c2n[nH]c(C(F)(F)F)c2-c2ccc(Br)cc2)c(O)c1` in the list: -10 | 1.1 | 1 | 1.5 | -54 | 12 | -9 | -8
`N#Cc1c(-c2ccccc2Cl)cc(-c2ccccc2)nc1Br` in the list: -6 | 0.88 | 3 | 0.93 | 8 | 6 | 4 | 12
`Cc1ccc(C2CC(=O)c3cnc(N4CCc5ccccc5C4)nc3C2)cc1` (stereo not given) in the list: -3 | 0.98 | 0 | 1 | -3 | -11 | 0 | 2
`COc1ccccc1CNC(=O)CSc1ncc(C(=O)Nc2ccccc2)c(=O)n1C` in the list: -3 | 0.96 | -3 | 0.9 | 10 | 2 | 11 | 4
`COc1ccc(NS(=O)(=O)c2cc(NC(=O)c3sccc3C)ccc2N2CCOCC2)cc1` in the list: -1 | 1.1 | -4 | 1.2 | -17 | 1 | 15 | -9
